# Tb PGK inh: qHTS Assay to Find Inhibitors of Phosphoglycerate Kinase | AID 602233, 2012 | 0.043% of 380,000 active | PGK/GAPDH coupled, Kinase-Glo luminescence, 60 min | Potency, µM (series often up to 57.5 µM), for inactives: at the top dose activity change, negative = inhibition, actives largely listed as inhibitors; also: % is scaled to controls: 0 for no effect and ±100 for the full control effect; nearly all actives have a fitted effect of over 60% in size
# Target sequence (P07378 whole entry, looked up): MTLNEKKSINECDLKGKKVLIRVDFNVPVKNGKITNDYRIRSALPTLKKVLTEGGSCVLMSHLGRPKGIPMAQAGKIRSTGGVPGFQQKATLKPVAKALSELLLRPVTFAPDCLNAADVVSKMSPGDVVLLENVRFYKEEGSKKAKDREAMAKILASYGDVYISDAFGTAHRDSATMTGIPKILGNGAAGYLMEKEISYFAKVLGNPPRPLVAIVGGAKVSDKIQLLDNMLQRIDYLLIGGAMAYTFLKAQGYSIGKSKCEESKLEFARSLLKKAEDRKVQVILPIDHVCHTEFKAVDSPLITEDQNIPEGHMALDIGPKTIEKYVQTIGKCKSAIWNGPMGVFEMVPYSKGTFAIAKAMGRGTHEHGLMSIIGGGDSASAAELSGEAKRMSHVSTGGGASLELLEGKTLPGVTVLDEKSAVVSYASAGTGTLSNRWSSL
#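 Recombinant glycosomal PGK reaction used 1,3-bisphosphoglycerate generated in-well by GAPDH (100nM final) in 100mM TEA pH 7.6, 5mM MgCl2, 0.01% Tween-20. After 60 minutes at room temperature, ATP was read by Kinase-Glo Plus luminescence end-point.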
# JMJD2A Tudor inh: qHTS Assay for Inhibitors of JMJD2A-Tudor Domain; Lysine-specific demethylase 4A (Homo sapiens), O75164; AlphaScreen JMJD2A-Tudor / H3K4me3 peptide binding; Potency, µM (top dose mostly 114 µM), without a hit: at the top dose activity change, negative = inhibition, usual class: inhibitors; 4.4% of 390,000 active; AID 504339, 2011; also: % is scaled to controls: 0 for no effect and ±100 for the full control effect; nearly all actives have a fitted effect of over 50% in size
# ERG-DNA inh: qHTS for Small Molecule Inhibitors of the ERG Ets/DNA interaction; Transcriptional regulator ERG (Homo sapiens), P11308; fluorescence polarization, His-ERG Ets domain / labelled DNA; Potency, µM (top dose mostly 76.9 µM), for inactives: at the top dose FP activity, negative = inhibition, actives largely listed as inhibitors; 0.028% of 370,000 active; AID 624246, 2012; active = well fitted inhibition curve with a large enough effect in the polarisation, with a control signal flat; inconclusive = small, poorly fitted or top-dose-only effect, or effect the other way, or a change in a side signal; inactive = no such curve, though single readings can be large or run the other way; the % refers to the polarisation;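 also: polarization taken with two DNA probes labelled with fluorescein and Texas red; % of control where 0% means no effect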
# Target sequence (P11308 whole entry, looked up, the tested form may be a part): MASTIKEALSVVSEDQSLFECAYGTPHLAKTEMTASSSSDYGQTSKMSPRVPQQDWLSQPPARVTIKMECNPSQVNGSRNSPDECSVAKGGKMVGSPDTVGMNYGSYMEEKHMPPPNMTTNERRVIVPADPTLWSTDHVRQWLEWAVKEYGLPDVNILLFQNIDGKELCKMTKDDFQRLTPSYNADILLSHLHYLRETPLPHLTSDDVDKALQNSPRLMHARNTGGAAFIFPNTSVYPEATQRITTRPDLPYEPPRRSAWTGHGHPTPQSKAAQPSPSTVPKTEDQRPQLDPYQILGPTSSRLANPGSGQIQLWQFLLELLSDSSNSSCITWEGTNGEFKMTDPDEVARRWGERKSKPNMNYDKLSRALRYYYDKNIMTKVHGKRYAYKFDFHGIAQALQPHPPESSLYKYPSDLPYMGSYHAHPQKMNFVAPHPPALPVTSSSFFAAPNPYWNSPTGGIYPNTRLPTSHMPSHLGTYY
#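 His-tagged ERG Ets domain (1 uM in the protein solution; 300mM KCl, 50mM Tris-HCl, 1mM EDTA, 1mM DTT, pH 7.5) received compound, then a probe mix of 5 nM fluorescein-DNA and 100nM Texas-615-DNA. Fluorescence polarization was read for both dyes.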
# GLS inhibitor: qHTS for Inhibitors of Glutaminase (GLS) | Glutaminase kidney isoform, mitochondrial (Homo sapiens), O94925 | GLS enzymatic activity, qHTS titration | Potency, µM (titrated, usually from 45.5 µM), for the others: at the top dose activity change, negative = inhibition, hits mostly inhibitors | 0.21% of 410,000 active; also: % is scaled to controls: 0 for no effect and ±100 for the full control effect
#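 Enzyme dispensed in phosphate buffer (45 mM, pH 8.2, 0.02% Tween-20), compounds pinned in, then 1 mM L-glutamine solution and the glutamate oxidase–HRP–Amplex Red mix added; fluorescence read immediately and again after 30 min at room temperature.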
# HP1b binding inh: HTS for Inhibitors of HP1-beta Chromodomain Interactions with Methylated Histone Tails. 0.56% of 390,000 active. AlphaScreen HP1-beta / biotin-H3K9me3 peptide binding. AID 540317, 2011. Chromobox protein homolog 1 (Homo sapiens), P83916. Potency, µM (top dose mostly 114 µM), for the others: top-dose activity change, negative = inhibition, actives largely listed as inhibitors; also: nearly all actives have a fitted effect of over 70% in size; inactives centre near 23
# Target sequence (P83916 whole entry, looked up): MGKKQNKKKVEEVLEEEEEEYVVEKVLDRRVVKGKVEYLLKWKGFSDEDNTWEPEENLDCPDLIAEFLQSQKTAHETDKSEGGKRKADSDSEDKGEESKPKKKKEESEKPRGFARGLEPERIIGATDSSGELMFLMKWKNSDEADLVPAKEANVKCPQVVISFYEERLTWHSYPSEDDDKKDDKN
#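 Compound inhibition of the preformed complex between 50 nM HP1-beta and 50 nM biotinylated H3K9me3 peptide was read by AlphaScreen. Buffer was PBS pH 7.4 with 0.01% Tween-20. Incubations ran 30 min at room temperature, with 10 ug/mL donor/acceptor beads.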
# RGS4 inhibitor: Inhibitors of Regulator of G Protein Signaling (RGS) 4: qHTS | Regulator of G-protein signaling 4 (Homo sapiens), P49798 | Transcreener GDP fluorescence polarization, RGS4-accelerated GTP hydrolysis | Potency, µM (doses to about 114 µM), for inactives: at the top dose activity change, negative = inhibition, hits mostly inhibitors | 0.039% of 390,000 active | AID 504845, 2011; also: % is scaled to controls: 0 for no effect and ±100 for the full control effect; nearly all actives have a fitted effect of over 75% in size; some results filed as inactive show a strong effect at the top dose
#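 MLSMR compounds (23 nl, pin-transferred) preincubated 10 min at room temperature with a 500nM (2x) first reagent, then RGS4 at 900nM (2x) plus Transcreener GDP mix added; fluorescence polarization (620/688 nm) read before and after 90 min at 30 °C.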
# TrxR1 inh: qHTS Assay for Inhibitors of Mammalian Selenoprotein Thioredoxin Reductase 1 (TrxR1): qHTS; Potency, µM (titrated, usually from 114 µM), for inactives: at the highest dose activity change, negative = inhibition, actives largely listed as inhibitors; recombinant rTrxR1, NADPH fluorescence consumption, selenite substrate; 1% of 390,000 active; Thioredoxin reductase 1, cytoplasmic (Rattus norvegicus), O89049; also: % is scaled to controls: 0 for no effect and ±100 for the full control effect; nearly all actives have a fitted effect of over 65% in size
#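 Rat TrxR1 (90 nM in the dispensed reagent) was pre-reduced with 400 uM NADPH for 5 min at room temperature, then incubated with compound for 15 min. After 400 uM selenite was added, NADPH fluorescence (Ex 340/Em 450 nm) was followed for 8 min.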
# Pin1 inhibitor: qHTS Assay to Find Inhibitors of Pin1. Pin1 FP peptide displacement, HiFluor488, 10 min. Potency, µM (titrated, usually from 115 µM), without a hit: at the top dose activity, negative = inhibition, actives largely listed as inhibitors. 0.009% of 390,000 active. AID 504891, 2011; active = well fitted inhibition curve with a large enough effect in the polarisation, with a control signal flat, not every such curve was filed as active; inconclusive = small, poorly fitted or top-dose-only effect, or effect the other way, or a change in a side signal; inactive = no such curve, though single readings can be large or run the other way; the % refers to the polarisation; also: % is scaled to controls: 0 for no effect and ±100 for the full control effect
# ALOX12 inh: Primary qHTS assay for inhibitors of human arachidonate 12S-lipoxygenase (ALOX12): Round 2. Polyunsaturated fatty acid lipoxygenase ALOX12 (Homo sapiens), P18054. purified 12hLO, xylenol orange hydroperoxide absorbance. 1.1% of 580,000 active. Potency, µM (top dose mostly 108 µM), for the others: at the top dose activity change, negative = inhibition, hits mostly inhibitors. AID 1671190, 2021; also: % is scaled to controls: 0 for no effect and ±100 for the full control effect
#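 Purified human 12hLO at 150 nM in 25 mM Hepes, 0.01% Triton X-100, pH 7.0, preincubated 15 min at room temperature with compound. Reaction started with 40 uM arachidonic acid, 30 min at room temperature. Hydroperoxide measured by Fe-xylenol orange, 573/405 nm absorbance ratio.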
# * = called active by the depositor; i = inactive; ? = inconclusive; . = not tested or not shown; & = joins results of further samples; [ ] = remark or other dose. Unless noted, calls follow the shape of the dose curve; as a rule, active = well fitted curve in the direction sought with a large enough effect; inconclusive = small, poorly fitted or top-dose-only effect, or another doubt; inactive = no such curve, though single readings can be large; an effect the other way counts as inactive or inconclusive. Potency is read from the fitted curve at half-maximal effect. These rows are one share of the data; rates above refer to the full screens.
SMILES	Tb PGK inh	GLS inhibitor	RGS4 inhibitor	HP1b binding inh	TrxR1 inh	Pin1 inhibitor	JMJD2A Tudor inh	ERG-DNA inh	ALOX12 inh
CC1CN(Cc2ccccn2)CCC1=O (stereo unspecified)	9%	3%	14%	13%	-5%	-13%	-4%	2%	-10%
O=C(Nc1ccccc1N1CCOCC1)c1ccc2c(c1)OCO2	-7%	-8%	11%	9%	32%[57.1 µM]	0%	-11%	1%	5%
Cc1oc(-c2ccccc2Cl)nc1CS(=O)CC(=O)NCc1ccccc1Cl (stereo unspecified)	6%&-5%	4%&-3%	-7%&-27%	13%&12%	-3%&-3%	7%&-3%	-20%&-36%	-7%&-1%	-6%&-16%
CCCn1nnc(NC(=O)c2ccc(Br)cc2)n1	-2%	6%	23%	11%	20%[57.1 µM]	6%	1%	-8%	-2%
O=C(CC1SCCNC1=O)Nc1cccc(Cl)c1 (stereo unspecified)	3%	3%	2%	31%	-17%	0%	-11%	-1%	-10%
Cc1ccc(OCCCn2ccnc2)c(Br)c1	-1%	0%	-1%	?	25%	-9%	22µM*	-4%	?
Cc1ccc(C(=O)NCc2ccccc2F)cc1S(=O)(=O)N1CCCC1	i	-2%	1%	11%	18%[57.1 µM]	0%	-12%	1%	-4%
CSc1oc(-c2ccccc2)nc1S(=O)(=O)c1ccc(F)cc1	-15%	-4%	-16%	58%[activator]	8%[57.1 µM]	31%[activator]	14%	1%	.
O=C(Nc1ccc(NC(=O)c2cccs2)cc1)c1ccc(Br)o1	-15%	2%	-14%	-18%	8%[57.1 µM]	21%	?	1%	2%
COc1ccc(N2CCN(C(=O)CSc3nnc4c(C)cc5ccc(C)c(C)c5n34)CC2)cc1	-6%	43%[activator]	9%	-8%	-19%	?	-12%	-1%	-8%
O=C(Nc1nc(-c2ccc(-c3ccccc3)cc2)cs1)C1=COCCO1	1%	2%	33%	25%	-8%	3%	-12%	-6%	-14%
C/C(=N\NC(=O)c1cccc(S(=O)(=O)Nc2ccccc2Cl)c1)c1ccc(-n2ccnc2)cc1	-6%	32%[activator]	26%	34%	-3%[57.1 µM]	10%	-21%	4%	0%
Nc1c(C(=O)NC2CCCC2)sc2nc(-c3cccs3)ccc12	6%	10%	-5%	52%[activator]	5%[57.1 µM]	?	-7%	4%	-29%
O=C(COC(=O)c1ccc(Cl)nc1)Nc1ccc2ccccc2c1	-6%	-2%	-11%	21%	-4%	6%	-13%	8%	-8%
Cc1csc(NC(=O)C2CCN(C(=O)c3ccccc3C)CC2)n1	-3%	-2%	-20%	32%	-1%	4%	-4%	-5%	10%
COc1ccccc1N1CCN(S(=O)(=O)c2cnc[nH]2)CC1	i	7%	-3%	18%	0%[57.1 µM]	-7%	-8%	3%	19%[57.4 µM]
COc1cc(NC(=O)COC(=O)c2[nH]c(C)c(C(C)=O)c2C)cc(OC)c1	-8%	-17%	18%	-21%	17%	1%	-21%	-3%	11%
Nc1ccc(C#Cc2ccccc2)cc1	6%	4%	-27%	6%	-8%	-2%	-6%	-4%	0%
CCOC(=O)C1(CCOC)CCN(Cc2ccc(COC)o2)CC1	0%	21%	16%	12%	-2%[57.1 µM]	-1%	-9%	-1%	-1%
COc1ccc(OC)c(S(=O)(=O)NCC(=O)NC2CCCc3ccccc32)c1 (stereo unspecified)	-11%	3%	-35%	15%	5%	2%	-17%	-7%	-2%

# Ordered by length of the SMILES (high to low): three of the compounds above.
SMILES	Tb PGK inh	GLS inhibitor	RGS4 inhibitor	HP1b binding inh	TrxR1 inh	Pin1 inhibitor	JMJD2A Tudor inh	ERG-DNA inh	ALOX12 inh
Cc1oc(-c2ccccc2Cl)nc1CS(=O)CC(=O)NCc1ccccc1Cl (stereo unspecified)	6%&-5%	4%&-3%	-7%&-27%	13%&12%	-3%&-3%	7%&-3%	-20%&-36%	-7%&-1%	-6%&-16%
Cc1ccc(C(=O)NCc2ccccc2F)cc1S(=O)(=O)N1CCCC1	i	-2%	1%	11%	18%[57.1 µM]	0%	-12%	1%	-4%
COc1ccccc1N1CCN(S(=O)(=O)c2cnc[nH]2)CC1	i	7%	-3%	18%	0%[57.1 µM]	-7%	-8%	3%	19%[57.4 µM]

# Next entries
SMILES	Tb PGK inh	GLS inhibitor	RGS4 inhibitor	HP1b binding inh	TrxR1 inh	Pin1 inhibitor	JMJD2A Tudor inh	ERG-DNA inh	ALOX12 inh
O=c1[nH]c(Nc2ccc(F)cc2)cc2ccccc12	-17%	21%	-35%	10%	11µM*	?	-14%	17%	?
COc1ccc2cc(C3c4cc(OC)c(OC)cc4CCN3C(=O)c3ccco3)c(=O)[nH]c2c1 (stereo unspecified)	3%	9%	-8%	88%[activator]	-14%[57.1 µM]	1%	-29%	11%	?
Cc1ccc(C(=O)OCN2C(=O)c3ccccc3C2=O)o1	-2%	-4%	-14%	36%	2%	1%	6%	0%	5%
CNc1nnc(-c2ccc(OC)cc2)s1	0%	6%	-27%	30%	24%	4%	-12%	-13%	6%
COc1ccc(-c2nn(CCC#N)cc2C(=O)Nc2ccccn2)cc1OC	6%	-7%	8%	23%	20%	-4%	-5%	-5%	1%
CCC(=O)N1c2ccc(S(=O)(=O)NCc3cccc(OC)c3)cc2CC1C (stereo unspecified)	0%	0%	5%	65%[activator]	17%	11%	-1%	1%	-13%
N#CC1=C(N)Oc2c(sc3ccccc23)C1c1ccco1 (stereo unspecified)	-1%	?	-43%	-16%	-2%[57.1 µM]	?	-36%	15%	-5%
COc1ccc(CCNC(=O)COc2ccc(S(=O)(=O)N3CCOCC3)cc2C)cc1	-3%	7%	-5%	12%	7%[0.0914 µM]	-5%	-13%	13%	-19%
O=C(N[C@@H](Cc1ccccc1)c1nc2ccccc2[nH]1)c1cc([N+](=O)[O-])ccc1Cl	-3%	4%	-12%	16%	21%	1%	-14%	2%	-15%
COc1ccc(OC)c(-c2nc3cc4ccccc4cc3nc2-c2ccccc2)c1	.	-1%	-4%	79%[activator]	24%	24%	-8%	-5%	9%
CC(C)(C)c1[nH]nc2c1C(Cc1ccccc1)C(C#N)=C(N)O2 (stereo unspecified)	0%	24%	6%[11.4 µM]	-5%	-22%[57.1 µM]	0%	-22%[11.4 µM]	?	8%
O=C(Nc1cccc(-c2nc3ccccc3o2)c1)c1cccc(Br)c1	-6%	-3%	10%	36%	18%[57.1 µM]	71%[activator]	-17%	0%	-12%&3%
COc1ccc(-c2nc3ccccn3c2Nc2ccccc2C)cc1	.	.	28%	?	33%	-5%	56µM*	.	.
CC(C)CN(CC(C)C)S(=O)(=O)N1CCC(C(=O)NCc2ccc(F)cc2)CC1	.	-3%	-3%	10%	-2%	6%	-5%	1%	2%
O=C(NCC1CCN(Cc2ccccc2Cl)CC1)Nc1ccccc1F	-28%	5%	-12%	22%	14%[57.1 µM]	-2%	-1%	-9%	-14%
O=C(CSc1nnc(-c2ccco2)c(-c2ccco2)n1)Nc1ccccc1	?	-5%	?	22µM*	5µM*	?	50µM*	6%	?
Cn1c(/C=C/N(Cc2ccccc2)c2ccccc2)c([N+](=O)[O-])c(=O)n(C)c1=O	.	1%	-19%	16%	13%	?	?	-1%	-3%
CCSc1nc(-c2ccccc2)c(C#N)c(=O)[nH]1	-4%	12%	5%	16%	14%	-2%	-17%	.	-11%
O=S(=O)(NCc1ccccn1)c1ccc(F)cc1	-6%	0%	3%	22%	-2%	-7%	-11%	-1%	10%
CCN(CC)C(=O)CSC1=Nc2ccccc2C2=NC(Cc3c[nH]c4ccccc34)C(=O)N12 (stereo unspecified)	-2%	-4%	-18%	14%	-9%	2%	-21%	8%	57%[activator]
O=C(O)C1C2C=CC3(CN(CC(O)COc4ccccc4)C(=O)C13)O2 (stereo unspecified)	0%	8%	-16%	21%	-5%[57.1 µM]	-8%	-15%	10%	27%

# Single values from the entries so far:
# COc1ccc2cc(C3c4cc(OC)c(OC)cc4CCN3C(=O)c3ccco3)c(=O)[nH]c2c1 (stereo unspecified) – Pin1 inhibitor: 1%
# COc1ccc(N2CCN(C(=O)CSc3nnc4c(C)cc5ccc(C)c(C)c5n34)CC2)cc1 – Tb PGK inh: -6%
# O=C(COC(=O)c1ccc(Cl)nc1)Nc1ccc2ccccc2c1 – ALOX12 inh: -8%
# CCN(CC)C(=O)CSC1=Nc2ccccc2C2=NC(Cc3c[nH]c4ccccc34)C(=O)N12 (stereo unspecified) – Tb PGK inh: -2%
# COc1ccc(CCNC(=O)COc2ccc(S(=O)(=O)N3CCOCC3)cc2C)cc1 – GLS inhibitor: 7%
# CCOC(=O)C1(CCOC)CCN(Cc2ccc(COC)o2)CC1 – Tb PGK inh: 0%
